# From PubChem BioAssay
# AI-2 QS modul: Vibrio harveyi AI-2 quorum sensing modulation; Vibrio harveyi JMH597 AI-2 luminescence/OD600 ratio, 9 h; hits give low values; strain lacks LuxN and CqsS sensors; 0 = neutral-control median; activity change, % at 7.5 µM; 0.4% of 300,000 active; AID 2094; in the data active means activity change below about -75%, passing the limit was not always enough;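 further: luminescence divided by OD600 gain over 9 h not by final OD600 alone; inactives centre near 13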
# Platelet DG rel: platelet dense granule release activity. AID 1663. human platelet-rich plasma, SFLLRN dense granule ATP release, luminescence. 0.22% of 300,000 active. inhibition, %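 (compounds screened at 7.5 µM in platelet-rich plasma)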;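 active means mean replicate score, as percent of positive control, at or above 50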
# KLF5 inhibitor: kruppel-like factor 5 inhibition; inhibition, % at 5 µM; 0.23% of 290,000 active; DLD-1 KLF5 promoter-luciferase reporter, luminescence; AID 1700;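 active means inhibition above a per-plate limit of that plate's mean compound inhibition plus 3 SD, cut at about 60% in these data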;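 further: 0% = DMSO wells and 100% = LY294002 at 200 µM; higher means less KLF5 promoter-driven luciferase light; inactives centre near -14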
# HDAC3 inhib: human HDAC3 inhibition | O15379 | recombinant HDAC3, fluorogenic peptide/trypsin coupled, fluorescence | inhibition, % at 8.3 µM | 0.15% of 320,000 active | AID 2718; in the data active means inhibition above about 26%, passing the limit was not always enough
# Target sequence (O15379 whole entry, looked up): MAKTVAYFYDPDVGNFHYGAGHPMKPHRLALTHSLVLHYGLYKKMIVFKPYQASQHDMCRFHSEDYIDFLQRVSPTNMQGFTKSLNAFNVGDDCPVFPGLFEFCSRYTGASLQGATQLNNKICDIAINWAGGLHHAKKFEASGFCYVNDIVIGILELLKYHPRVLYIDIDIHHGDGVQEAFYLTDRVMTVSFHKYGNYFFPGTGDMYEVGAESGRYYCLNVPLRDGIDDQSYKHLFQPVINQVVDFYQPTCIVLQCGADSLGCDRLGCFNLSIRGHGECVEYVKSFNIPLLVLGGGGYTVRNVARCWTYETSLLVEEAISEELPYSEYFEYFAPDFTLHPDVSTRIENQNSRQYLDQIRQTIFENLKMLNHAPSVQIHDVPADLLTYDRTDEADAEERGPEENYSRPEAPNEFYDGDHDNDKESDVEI
# HSF-1 act: increases HSF-1 driven luciferase reporter signal. 1.7% of 300,000 active. NIH3T3-HGL HSF-1 luciferase reporter, MG132, 8 h; 100% = twice DMSO control signal. activation, % at 9 µM;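 active means mean replicate activation of at least 50% with a set share of replicates each reaching 50%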;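 further: 0% = median of the neutral control wells and 100% = twice that signal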
# HSP90 refold inh: HSP90 refolding inhibition in rabbit reticulocyte lysate; luciferase refolding luminescence, 3 h; inhibition, % at 5.6 µM; 0.91% of 290,000 active; AID 1789;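 active means inhibition above the screen-wide mean plus 3 SD, computed separately per campaign, cut at about 16% in these data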;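 further: 0% = DMSO wells and 100% = 60 µM geldanamycin wells; inhibitors lower the luminescence because luciferase stays unfolded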
# IEC-6 cytotox: kills IEC-6 intestinal cells in KLF5 counter-screen | IEC-6 cytotoxicity, luminescence viability | inhibition, % at 5 µM | 0.78% of 290,000 active | AID 1825; in the data active means inhibition above about 22%;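 further: 0% = plate median of test compound wells and 100% = cytotoxic reference compound wells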
# HIF act: HIF pathway transcriptional activation. U2OS HRE-luciferase reporter, luminescence; normalized: DMSO 0%, desferrioxamine 100%. activation, % at 7.5 µM (by protocol). 0.32% of 300,000 active. AID 1910;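 active means mean activation of at least 10% of the iron chelator positive control signal, with at least half of replicates also reaching 10%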
# HSF1 inhib: HSF1 inhibition. NIH3T3-HGL HSE-luciferase, MG132-induced, luminescence 8 h; hits give low values. activity change, negative = inhibition, % at 7.5 µM (by protocol). 0.77% of 300,000 active;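 active means more than half of replicate wells show activity change below -50%, luminescence cut by over half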;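 further: luciferase reports HSF-1 transcriptional activity via heat shock element; 0% = median of DMSO wells and -100% = zero luminescence signal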
# aSyn UTR inh: 5' untranslated region of α-synuclein, MLPCN primary screen; 0.82% of 300,000 active; inhibition, % (tested at 7.5 µM); alpha-synuclein 5'UTR reporter, inhibitor activity; in the data active means inhibition above about 60%;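 further: H4 neuroglioblastoma cells stably carrying SNCA 5'UTR luciferase fusion; 0% = DMSO wells and 100% = positive control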
# The depositor's hits bear a star; · = not tested or not shown.
SMILES,AI-2 QS modul,Platelet DG rel,KLF5 inhibitor,HDAC3 inhib,HSF-1 act,HSP90 refold inh,IEC-6 cytotox,HIF act,HSF1 inhib,aSyn UTR inh
COc1ccc(NS(=O)(=O)c2cccc(C(=O)N/N=C/c3ccc(O)cc3)c2)cc1,17,3,4,0,-2,2,-8,-0.7,-5,16
Cn1ncc(Cl)c1C(=O)NC1CCCC1,7,3,-26,-2,-25,1,-4,0.1,-5,1
COc1cc(C(C)=O)ccc1OCC(O)CNCC1(N2CCCCC2)CCCCC1 (stereo unspecified),30,1,-41,3,-14,4,2,-0.1,-4,15
O=C(O)CN1C(=O)c2ccc(Oc3cccc4c3C(=O)N(CC(=O)O)C4=O)cc2C1=O,8,6,-27,-2,0,0,-3,0.1,-7,7
CC(SCc1ccccc1)C(=O)NN=C1CCN(C)CC1 (stereo unspecified),4,16,4,14,-9,2,14,·,-12,-9
COc1ccc(NC(=O)c2cccnc2C(=O)O)c(OC)c1,11,10,-29,-3,-8,11,3,-0.3,-3,33
Cc1ccc(-c2nn(-c3ccccc3)cc2NC(=O)CCl)cc1,9,-25,-29,0,40,7,-9,1.2,25,-71
C/C(=N/OC(=O)c1ccc(Br)cc1)c1ccc(C)cc1,-7,-1,-21,10,32,0,11,3.3,3,-11
COC(=O)c1cccc(Oc2cccc(C(F)(F)F)c2)n1,12,3,-11,1,-2,3,-1,-0.2,-2,9
Cc1cccc(NC(=O)CCCn2cc([N+](=O)[O-])cn2)n1,13,0,-29,-7,-7,1,-4,-1.2,-2,16
O=C(Nc1cccc(Cl)c1)Nc1ccccc1C(=O)NCc1ccco1,-1,22,-29,-2,40,0,4,-0.2,21,-32
CCOC(=O)c1c2n(c3ccc(O)cc13)CCC2,0,-9,8,-3,-9,-3,-9,-0.4,-2,31
COc1ccc(C(=O)NNC(=S)NC(=O)c2cc(-c3ccccc3)nc3ccccc23)cc1,24,-5,-66,3,-12,-7,4,0.0,-3,-16
O=C(NC(=S)Nc1cc(S(=O)(=O)N2CCOCC2)ccc1O)c1ccco1,-4,25,2,-1,-24,-2,-7,-0.5,-7,-12
CCOC(=O)c1c(C)[nH]c(C(=O)COC(=O)C(C)Oc2ccc(Cl)cc2Cl)c1C (stereo unspecified),25,11,-24,-9,-6,-5,-1,-0.5,-9,36
Clc1cccc(N/N=C(\Cc2nc3ccccc3[nH]2)c2ccccc2)c1,-4,-5,-15,·,70*,0,-1,2.1,19,-102
CC(C)Cn1c(/C=C/c2ccco2)nc2ccccc21,24,-7,4,5,-17,5,-3,0.9,1,-24
O=C(COC(=O)C1CCN(S(=O)(=O)c2ccc3c(c2)OCCO3)CC1)Nc1cccc2ccccc12,18,1,-28,-7,6,2,5,-0.2,-8,-9
Cn1c(=O)[nH]c(=O)c2c1nc(N1CCN(CCO)CC1)n2Cc1ccccc1,·,-1,-5,0,19,-4,-1,-8.1,3,8
O=C(O)c1cccc2c1C(=O)c1ccccc1-2,7,-4,-19,2,19,-3,0,0.4,-3,-11
c1cc(-c2cccs2)nc(-c2cccs2)c1,24,-5,5,-13,21,-2,1,1.1,11,-104
O=C(O)CCn1cc(C(=O)O)c(-c2ccccc2)n1,-12,-8,-1,7,10,4,-2,-0.2,-8,20
COc1ccc(CC(=O)Nc2cccc(/C(C)=N/NC(=O)c3cccc([N+](=O)[O-])c3)c2)cc1,11,-5,-33,9,18,-2,1,-47,6,-19
O=C(NC1CCN(Cc2ccccc2)CC1)c1cncc(Br)c1,27,-4,-3,3,3,5,-1,0.1,-4,6
CCOC(=O)C1=C(C)N(C)C(=O)NC1c1c(C)nn(-c2ccc(C)cc2)c1Cl (stereo unspecified),13,2,-19,3,14,0,-6,0.2,-10,12
CCOc1ccc(CCNC(=O)COC(=O)CCS(=O)(=O)c2ccc(C)cc2)cc1OCC,-2,4,·,6,2,·,·,0.1,-8,27
CCOC(=O)c1c(C)[nH]c(C)c1C(=O)CSc1ncccn1,23,9,-19,1,-3,2,-2,-0.3,-1,-30
COc1ccc(C2=NN(c3nc4ccccc4s3)C(=O)/C2=C\N(C)C)cc1,0,-9,-29,6,4,-3,-4,0.7,-1,-7
CCOCCn1cnc2sc(C(=O)NCCCN3CCOCC3)c(C)c2c1=O,-6,11,-32,6,13,0,2,0.6,6,-25
O=C(O)C1CCN(S(=O)(=O)c2cccc3nonc23)CC1,20,-5,-40,-1,-3,-3,-6,0.5,-6,0
Cc1ccc(NC(=O)c2cnccn2)cc1C,17,10,-129,-3,30,2,3,2.8,6,-72
O=C1C(Cc2ccc(O)cc2)NC(=S)N1C1CCCCC1 (stereo unspecified),4,9,12,1,-5,2,-5,0.6,3,-6
CC(C)c1nc(=S)n(-c2ccccc2)[nH]1,20,4,-9,-1,3,1,-2,0.0,-14,2
O=C(NC(=S)NC1C2CC3CC(C2)CC1C3)C12CC3CC(CC(C3)C1)C2 (stereo unspecified),15,-5,-14,-8,-3,3,5,-0.1,-1,11
COc1ccc(C(=O)Nc2ccc3ccccc3n2)cc1OC,-6,-5,-168,-4,40,-3,-1,3.2,27,-139
O=C1C2CCCN2C(=O)N1CCN1CCN(c2ccccc2)CC1 (stereo unspecified),36,-7,-4,·,4,-7,5,0.5,-1,-5

# Entries above that have a furan ring, fused or not:
SMILES,AI-2 QS modul,Platelet DG rel,KLF5 inhibitor,HDAC3 inhib,HSF-1 act,HSP90 refold inh,IEC-6 cytotox,HIF act,HSF1 inhib,aSyn UTR inh
O=C(Nc1cccc(Cl)c1)Nc1ccccc1C(=O)NCc1ccco1,-1,22,-29,-2,40,0,4,-0.2,21,-32
O=C(NC(=S)Nc1cc(S(=O)(=O)N2CCOCC2)ccc1O)c1ccco1,-4,25,2,-1,-24,-2,-7,-0.5,-7,-12
CC(C)Cn1c(/C=C/c2ccco2)nc2ccccc21,24,-7,4,5,-17,5,-3,0.9,1,-24

# Next part:
SMILES,AI-2 QS modul,Platelet DG rel,KLF5 inhibitor,HDAC3 inhib,HSF-1 act,HSP90 refold inh,IEC-6 cytotox,HIF act,HSF1 inhib,aSyn UTR inh
Oc1ccccc1CN1CCN(C(O)(c2ccccc2)c2ccccc2)CC1,-4,-1,-3,0,-35,-1,-2,-0.7,-22,12
CCc1ccccc1NC(=O)Cn1cccc1C1=NC(c2ccccc2)CO1 (stereo unspecified),12,3,-2,10,18,5,3,-0.4,7,11
CCOc1cccc(-c2c(C(=O)N/N=C/c3ccc(C)s3)nnn2-c2nonc2N)c1,24,65*,-66,13,4,0,-2,0.8,4,19
C[C@]12C=CC(=O)C=C1CC[C@H]1[C@@H]3C[C@@H](O)[C@](O)(C(=O)CO)[C@@]3(C)C[C@H](O)[C@@]12F,4,-2,-22,-1,-53,-1,3,-0.4,-47,-2
COC(=O)c1cc(OC(=O)CCc2ccc(OC)c(OC)c2)cc(C(=O)OC)c1,13,2,-18,-4,-11,-4,-5,0.4,-4,7
Cn1c(CN2CCN(c3ccccc3NS(C)(=O)=O)CC2)nc2ccccc21,9,2,-4,6,10,3,-5,-1.3,-4,6
COc1ccc(N2C(S)=C(C#N)C(=O)NC2c2ccc(OC)c(OC)c2)cc1 (stereo unspecified),32,5,-24,5,-10,-1,-1,-1.2,-6,26
CCOc1ccc(N=C2SC(C(=O)O)CC(=O)N2C)cc1 (stereo unspecified),-2,2,12,5,0,-1,-3,-0.3,-6,15
CN(CC(=O)Nc1ccccc1N1CCCC1)S(=O)(=O)c1ccc(F)cc1,31,0,·,-5,-14,·,·,0.0,4,15
Cc1cccc(OCC(=O)NC(=S)Nc2ccccc2N2CCOCC2)c1C,23,-5,11,-4,-4,5,-5,-0.9,-8,-17
O=C(NCCCn1ccnc1)C(=O)NCC1OCCCN1S(=O)(=O)c1ccc(Cl)cc1 (stereo unspecified),6,30,-19,-1,2,-1,-4,-0.4,-1,4
O=C(Nc1ccc(-c2nc3ccccc3[nH]2)cc1)c1ccc(N2C(=O)CCC2=O)cc1,19,-3,-28,9,30,2,-2,-0.3,4,-8
O=C(Nc1nc2c(s1)CN(Cc1ccccc1)CC2)c1cccc(S(=O)(=O)N2CCc3ccccc32)c1,15,-3,-23,4,9,1,5,-0.2,4,29
O=C(c1ccccc1)C(C(=O)N1CCc2ccccc2C1)n1ccccc1=O (stereo unspecified),21,0,-11,1,-30,-1,2,0.1,-16,14
Cc1nc2cc(C(=O)N3CCN(C)CC3)ccc2n1C,4,9,-32,9,17,0,8,0.2,1,2
CN1CCN(c2ccc(-c3ccnn3C(=O)Nc3cccc(C(F)(F)F)c3)cc2)CC1,21,0,-57,1,30,-4,2,1.5,7,-114
Cc1nn(CC(=O)Nc2c(C)n(C)n(-c3ccccc3)c2=O)c(C)c1[N+](=O)[O-],19,1,-23,1,3,-5,-9,0.5,1,20
O=C(Nc1cccnc1)c1ccc(CSc2ccccc2)cc1,-2,10,-18,5,23,-3,2,2.3,10,-115
O=C(Nc1ccc(-c2csc(Nc3ccc(Cl)cc3)n2)cc1)c1cccc(C(F)(F)F)c1,32,-10,·,6,6,·,·,-0.7,-3,4
COc1ccc(NC(=O)C2CCCN2C(=O)Nc2cccc(F)c2)cc1 (stereo unspecified),9,11,-23,2,-1,-7,-2,0.2,-1,6
CC(=O)Nc1ccc(S(=O)(=O)N2CCC(NC(=O)C(Cc3ccccc3F)NC(C)=O)CC2)cc1 (stereo unspecified),3,-13,-24,·,8,-3,-11,-11,-7,-14
CCCOC(=O)C1[C@H]2C(=O)N(CC3CCCO3)C[C@]23C=C[C@H]1O3 (stereo partly specified),13,-29,-19,1,-11,-3,-2,-0.2,-1,-17
CSc1ccc(-c2nc(CSCC(=O)NCCCN3CCOCC3)c(C)o2)cc1,-1,2,-17,-1,3,4,7,-0.3,4,-6
CS(=O)(=O)c1ccc(NC(=O)CCCc2nc3ccccc3c(=O)[nH]2)cc1,·,-15,·,5,11,·,·,0.3,-6,-4
Cc1cc(C)nc(/N=C(\N)Nc2ccc(C)c([N+](=O)[O-])c2)n1,18,5,-1,4,13,-1,5,1.2,8,-4
COc1ccc(C(=O)OCC(=O)NCCN2C(=O)CSC2=O)cc1,4,-28,-12,-3,8,-2,0,-1.7,-6,1
O=C(CN1CCN(C(=O)C2COc3ccccc3O2)CC1)Nc1ccc(F)cc1 (stereo unspecified),20,-2,-45,-2,-8,-1,-7,-0.2,-8,17
CC(C)Oc1cccc(C(=O)C2CCCN(Cc3cnc(N4CCCC4)s3)C2)c1 (stereo unspecified),5,-4,-18,-2,22,1,-3,0.1,11,-9
C/C(=C/C=N/Nc1nc(N2CCCCC2)nc(N2CCCCC2)n1)c1ccccc1,9,-1,-28,-2,2,-3,1,-0.2,-8,35
Cc1cccc2sc(NNC(=O)c3ccc4c(c3)OCCO4)nc12,20,17,-9,2,10,-6,4,0.2,1,-15
Cc1ccc(N(C(=O)c2snc(C(N)=O)c2N)C(C(=O)NC2CCCC2)c2ccc(C)o2)cc1 (stereo unspecified),16,-1,10,4,14,4,-9,-0.2,15,31
COc1ccc(Cl)cc1C(=O)NCc1ccco1,6,3,-10,7,-2,-1,3,0.1,0,-35
CC(NC(=O)N1CCN(c2ccccc2F)CC1)c1ccc(F)c(F)c1 (stereo unspecified),-4,-6,-9,4,-1,3,-4,-0.4,-1,2
CC(C)(C)SCCNC(=O)COc1ccccc1,11,-5,26,-5,12,0,-3,0.8,-1,-59
O=C1CN(C(=S)NC(=O)c2ccccc2[N+](=O)[O-])CCN1,22,9,5,-5,-12,0,-5,-0.3,0,0
